ABCG2 block: ABCG2 efflux pump inhibitors, primary screen, multiplex with ABCB1, IgMXP3 cells, flow cytometry. JC-1 efflux. inhibition, % at 6.6 µM. 190,000 compounds, 0.1% hits. AID 1325, 2008;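 active = inhibition above 80%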;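 note: 0% = DMSO and 100% = nicardipine control wells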
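test system = two drug-resistant human cell lines, ABCG2 and ABCB1 | amount = 3 million cells/mL final, two lines in 1:1 ratio | reagent = JC-1 transporter substrate | doses = one concentration, 6.6 µM final | incubation = 10 min at 25 °C | signal = flow cytometric JC-1 green MFI at 530 nm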
Bim-Bfl-1: inhibitors of Bim binding to Bfl-1, primary screen, biochemical, multiplexed, bead-based flow cytometry; Bcl-2-related protein A1 (Homo sapiens), Q16548; inhibition, % at 10 µM; 190,000 compounds, 0.12% hits; Bim-Bfl-1 binding inhibition;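 note: 0% = wells without compound plus tracer and 100% = blocker peptide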
Bim-Bcl-B: inhibitors of Bim-Bcl-B binding, primary screen, biochemical, multiplexed, human Bcl-2 family; Bcl-2-like protein 10 (Homo sapiens), Q9HD36; AID 951, 2007; bead-based flow cytometry, Bim peptide-Bcl-B binding; inhibition, % at 10 µM; 190,000 compounds, 0.073% hits;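 note: 0% = tracer peptide without compound and 100% = reference inhibitor peptide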
Target sequence (Q9HD36 whole entry, looked up): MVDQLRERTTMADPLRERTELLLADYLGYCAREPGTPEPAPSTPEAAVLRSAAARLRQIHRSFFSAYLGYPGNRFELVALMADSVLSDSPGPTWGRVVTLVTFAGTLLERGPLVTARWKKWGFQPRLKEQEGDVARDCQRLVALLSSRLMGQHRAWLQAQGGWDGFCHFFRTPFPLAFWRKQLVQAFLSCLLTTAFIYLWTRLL
RGS7-Gao reg: RGS7-Galphao binding modulators, primary screen, biochemical, multiplexed bead flow cytometry; actives lie on both sides; binding response (% of control), % at 10 µM; Guanine nucleotide-binding protein G(o) subunit alpha (Homo sapiens), P09471; 220,000 compounds, 0.35% hits; AID 1439, 2008; in the data active = binding response below about 49% or above about 150%; inconclusive = no clear call, values can overlap the other calls; inactive = in between;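 note: fluorescent Galphao held in activated GDP-AlF4 state binding bead-coupled RGS7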
Target sequence (P09471 whole entry, looked up): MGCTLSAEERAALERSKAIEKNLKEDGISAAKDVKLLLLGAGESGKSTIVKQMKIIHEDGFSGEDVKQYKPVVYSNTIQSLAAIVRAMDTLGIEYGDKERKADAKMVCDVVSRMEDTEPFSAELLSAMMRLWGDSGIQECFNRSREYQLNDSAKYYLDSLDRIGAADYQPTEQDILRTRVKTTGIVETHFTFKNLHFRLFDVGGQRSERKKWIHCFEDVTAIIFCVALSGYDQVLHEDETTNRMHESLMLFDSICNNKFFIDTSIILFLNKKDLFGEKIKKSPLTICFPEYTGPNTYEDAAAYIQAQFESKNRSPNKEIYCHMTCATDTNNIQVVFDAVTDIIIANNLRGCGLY
GSH fluor: compound fluorescence on glutathione beads, profiling panel, artefact control, biophysical, 488/530 nm, flow cytometry; GSH beads flow cytometry, compound fluorescence 488/530 nm; stronger effect = higher value; fluorescence (KMESF) at 10 µM; 190,000 compounds, 0.25% hits; AID 1776, 2009; in the data active = fluorescence above about 89;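 note: glutathione beads carrying GST-tagged Bcl family fusion proteins plus one bare bead set; values are compound well signal with DMSO vehicle wells as background; inactives centre near 16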
Bim-Bcl-XL: inhibitors of Bim-Bcl-XL binding, primary screen, biochemical, multiplexed, bead flow cytometry, human Bcl-XL | 190,000 compounds, 0.04% hits | AID 1007, 2008 | Bim peptide-Bcl-XL binding, fluorescence | inhibition, % at 10 µM | Bcl-2-like protein 1 (Homo sapiens), Q07817
Target sequence (Q07817 whole entry, looked up): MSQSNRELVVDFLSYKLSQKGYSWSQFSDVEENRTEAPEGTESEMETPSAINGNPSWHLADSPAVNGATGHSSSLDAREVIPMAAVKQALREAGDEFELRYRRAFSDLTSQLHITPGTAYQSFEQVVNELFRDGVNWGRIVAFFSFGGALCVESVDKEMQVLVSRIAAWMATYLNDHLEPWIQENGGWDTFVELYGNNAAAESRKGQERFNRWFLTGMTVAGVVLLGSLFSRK
Avidin fluor: green autofluorescence of compounds with avidin beads – biophysical, 488/530 nm, flow cytometry, artefact control, profiling panel | 220,000 compounds, 0.38% hits | compound fluorescence 488/530 nm; stronger effect = higher value | fluorescence (KMESF) at 10 µM; in the data active = fluorescence above about 47; note: inactives centre near 10
Bcl-W Bim block: inhibitors of Bim binding to Bcl-W, primary screen, biochemical, multiplexed, bead-based flow cytometry; Bcl-2-like protein 2 (Homo sapiens), Q92843; Bim peptide-Bcl-W binding; 190,000 compounds, 0.02% hits; inhibition, % at 10 µM; AID 952, 2007;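 note: 0% = bound tracer without compound and 100% = peptide blocker; higher means less fluorescent Bim peptide bound to Bcl-W beads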
ABCB1 inh: ABCB1 efflux pump inhibitors, primary screen, cell-based, multiplex, flow cytometry, ABCG2 counter-screen; ATP-dependent translocase ABCB1 (Homo sapiens), P08183; CCRF-Adr cells, JC-1 efflux; inhibition, % at 6.6 µM; 190,000 compounds, 0.067% hits; AID 1326, 2008; in the data active = inhibition above about 40%;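 note: 0% = vehicle and 100% = reference inhibitor; higher value means more JC-1 retained so stronger ABCB1 efflux block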
Bcl-2 Bim block: inhibitors of Bim-Bcl-2 binding, primary screen, biochemical, multiplexed, human Bcl-2 family; inhibition, % at 10 µM; AID 950, 2007; 190,000 compounds, 0.06% hits; Apoptosis regulator Bcl-2 (Homo sapiens), P10415; Bead-based flow cytometry, Bim peptide-Bcl-2 binding; in the data active = inhibition above about 40%; inconclusive = no clear call, values can overlap the other calls;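 note: 0% = no compound wells with probe peptide and 100% = reference peptide inhibitor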
Target sequence (P10415 whole entry, looked up): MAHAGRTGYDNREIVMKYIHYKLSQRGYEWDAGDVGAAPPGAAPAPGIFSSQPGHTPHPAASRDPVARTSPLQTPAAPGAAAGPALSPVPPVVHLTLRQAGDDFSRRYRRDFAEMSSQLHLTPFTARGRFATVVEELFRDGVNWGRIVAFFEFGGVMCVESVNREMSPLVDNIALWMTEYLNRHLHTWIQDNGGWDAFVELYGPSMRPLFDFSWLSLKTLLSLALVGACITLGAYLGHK
RGS4-Gao reg: modulators of RGS4 binding to Galphao, primary screen, biochemical, multiplexed bead flow cytometry. Guanine nucleotide-binding protein G(o) subunit alpha (Homo sapiens), P09471. actives lie on both sides. binding response (% of control), % at 10 µM. 220,000 compounds, 0.33% hits. AID 1415, 2008; in the data active = binding response below about 49% or above about 150%; inactive = in between;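 note: fluorescent Galphao activated with aluminum fluoride binding bead-coupled RGS4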
The depositor's hits bear a star; ? = inconclusive; nt = no result given. Cut-off read from the data, not from the text of the source, unless noted: active = inhibition above about 40%.

Values run as follows: Bim-Bcl-XL	Bcl-W Bim block	ABCG2 block	ABCB1 inh	Avidin fluor	Bim-Bfl-1	RGS7-Gao reg	Bcl-2 Bim block	Bim-Bcl-B	GSH fluor	RGS4-Gao reg
Cc1ccccc1N1CCN(C(=O)CCN2C(=O)c3ccccc3C2=O)CC1
    -1	-4	5	1.0	20	-4	103	-2	-1	21	106
COc1cccc(-n2nc(C(=O)Nc3ccc4c(c3)OCO4)c3ccccc3c2=O)c1
    -4	1	6	3.8	10	-12	103	-15	-4	28	102
CC1=NN(/C(=N\c2nnc(C)s2)Nc2ccc(C(C)(C)C)cc2)[C@H](c2ccc(C)cc2)S1
    -6	-6	4	1.2	23	-3	101	-4	-10	13	103
COc1cc2nc(N(C)C)nc(N)c2cc1OC
    1	0	2	0.4	18	0	100	0	2	22	98
S=c1[nH]nc(CSc2nc3ccccc3s2)n1C1CCCCC1
    4	0	-3	-0.7	24	10	108	0	-10	9	103
CS(=O)(=O)N1CCN(C(=O)CCC2CCCC2)CC1
    1	0	2	0.3	6	-2	101	-2	0	15	100
O=C(O)c1cccc(CSc2n[nH]c(-c3ccc(Cl)cc3Cl)n2)c1
    -1	1	1	0.3	5	-3	107	0	0	11	105
COC1(NS(=O)(=O)c2ccc(Br)cc2)C(C)=CC(=O)C=C1C
    -2	0	4	1.8	9	3	109	-3	-6	21	110
COc1ccccc1NC(=O)N1c2ccc(F)cc2CCC1C (stereo unspecified)
    -5	-2	6	1.5	17	-5	92	-4	-1	31	95
COc1ccc(-c2cc(C(F)(F)F)c(C#N)c(SCC(=O)O)n2)cc1
    -2	0	3	0.1	13	-4	104	0	-3	14	109
NNC(=O)c1ccc([N+](=O)[O-])c(CS(=O)(=O)c2ccc(Cl)cc2)c1
    -2	0	1	0.4	15	0	104	-2	-1	17	100
CCOC(=O)C1CCN(C(=O)N(CC)CC)CC1
    0	-1	4	1.0	10	-3	93	0	-3	12	101
CNC(=O)c1nnsc1S(=O)c1ccc(Cl)cc1 (stereo unspecified)
    -3	-5	4	-0.2	22	-10	100	-2	-9	12	94
CN1CCCCCC1=Nc1ccccc1C#N
    0	-5	0	0.1	18	-1	102	-2	-1	13	104
NC(=O)C1CCN(Cc2nnnn2Cc2ccco2)CC1
    -10	-3	-5	-0.2	32	-16	97	-8	-4	18	98
COc1ccc(-c2csc(N3CCN(C(=O)c4ccco4)CC3)n2)cc1
    -5	-1	1	0.1	7	-7	105	-12	-14	24	105
O=C(Nc1ccc2c(c1)OCO2)c1cccc2c1C(=O)N(Cc1cccnc1)C2
    0	5	22	14	23	-15	93	-7	-2	17	97
Cc1ccc2c(c1)NC(=O)c1cc([N+](=O)[O-])ccc1O2
    -1	1	1	-0.1	11	-3	100	0	-4	12	103
O=C(CSc1nc2c(c(=O)n1-c1ccc(Cl)cc1)SCC2)Nc1nccs1
    5	5	3	1.0	15	11	100	14	18	19	97
Cc1ccc(CNc2ccc(N3CCOCC3)cc2)s1
    -18	-1	-1	-1.7	1	-5	75	-3	1	35	58

Quoted at random: four records from the list.
Values run as follows: Bim-Bcl-XL	Bcl-W Bim block	ABCG2 block	ABCB1 inh	Avidin fluor	Bim-Bfl-1	RGS7-Gao reg	Bcl-2 Bim block	Bim-Bcl-B	GSH fluor	RGS4-Gao reg
COC1(NS(=O)(=O)c2ccc(Br)cc2)C(C)=CC(=O)C=C1C
    -2	0	4	1.8	9	3	109	-3	-6	21	110
S=c1[nH]nc(CSc2nc3ccccc3s2)n1C1CCCCC1
    4	0	-3	-0.7	24	10	108	0	-10	9	103
CCOC(=O)C1CCN(C(=O)N(CC)CC)CC1
    0	-1	4	1.0	10	-3	93	0	-3	12	101
NNC(=O)c1ccc([N+](=O)[O-])c(CS(=O)(=O)c2ccc(Cl)cc2)c1
    -2	0	1	0.4	15	0	104	-2	-1	17	100

The results go on:
Values run as follows: Bim-Bcl-XL	Bcl-W Bim block	ABCG2 block	ABCB1 inh	Avidin fluor	Bim-Bfl-1	RGS7-Gao reg	Bcl-2 Bim block	Bim-Bcl-B	GSH fluor	RGS4-Gao reg
COC(=O)c1c(NC(=O)Cc2cccs2)sc2c1CCC(C)C2 (stereo unspecified)
    -4	-1	2	-0.1	19	-5	98	-6	-8	24	101
COCCn1c(/C=C/c2ccccc2)nc2ccccc21
    0	-1	22	0.8	11	-3	?	-2	-5	15	104
CN1CCN(c2ccccc2NC(=O)c2cc(Br)ccc2Cl)CC1
    -4	-2	10	17	7	-6	92	-10	-5	14	94
CCC(Oc1ccccc1)C(=O)Nc1ccccc1OC (stereo unspecified)
    -5	0	2	0.4	10	-14	99	-14	-7	8	101
Cc1ccc(/C=N/NC(=S)NCCc2ccccc2)s1
    1	-2	5	-0.4	13	3	?	3	3	11	102
COc1cccc2cc(C(=O)Nc3cccnc3N3CCOCC3)c(=O)oc12
    -5	0	10	1.9	18	-12	95	-9	-10	32	101
CCOc1cc(/C=C/c2cc(C(=O)O)c3ccccc3n2)ccc1OC
    0	0	0	-0.1	6	0	102	-3	0	8	103
COc1ccc(CN(C)CC(=O)Nc2cc3oc4ccccc4c3cc2OC)c(OC)c1
    -6	-3	-3	0.0	15	-15	101	-8	-6	9	101
CC1(C)Cc2c(c(=S)nc(-c3ccccc3)n2CCOCCO)CO1
    -8	-3	-1	-0.2	9	-8	102	-7	0	9	101
CN(C)c1ccc(C2N(c3ccc(F)cc3)C(=O)C3CCCN32)cc1 (stereo unspecified)
    -2	-2	-2	-0.7	8	-2	105	-3	-3	27	106
CCCc1nc(Cl)c(C#N)c2c1CCCC2
    -5	-4	2	0.1	8	-8	97	-6	-2	19	96
COC(=O)C(C)(C)NC(=O)c1cccs1
    -1	1	0	0.1	24	2	121	3	2	10	129
Cc1ccc(OCC(=O)Nc2ccc([N+](=O)[O-])cc2)cc1
    -3	-1	4	nt	7	0	98	2	-2	11	99
CCc1nnc(NC(=O)CSc2nnc(-c3ccco3)n2CCOC)s1
    4	2	12	2.0	9	-4	93	0	-1	10	97
CC(C)C(NC(=O)c1ccco1)C(=O)NCC(c1ccco1)N(C)C (stereo unspecified)
    -11	-1	0	0.0	12	-16	93	-11	-8	38	93
Cc1cnc(C)c(N(C)NC(=S)Nc2ccccc2)n1
    -3	-1	0	0.2	6	-3	103	-3	-2	7	102
COc1ccc(-c2noc(-c3cc4ccccc4oc3=O)n2)cc1
    -2	-3	2	0.4	29	-2	93	-3	-2	12	95
Cc1cc(C(=O)CC#N)c(C)n1CC(F)(F)F
    0	-2	0	-0.1	5	2	96	-4	0	26	96
CCOC(=O)C1(Cc2cccc(OC)c2)CCN(Cc2cccc3cnccc23)CC1
    -4	-4	-1	19	1	-3	105	-3	-4	13	112
Cc1cc(C)cc(Oc2ccc(NC(=O)C3CC=CCC3C(=O)O)cc2)c1 (stereo unspecified)
    -6	-5	2	0.5	11	-9	?	-3	-4	16	101
O=C(Nc1nc(C2C3CC4CC(C3)CC2C4)cs1)c1cc2cc([N+](=O)[O-])ccc2oc1=O (stereo unspecified)
    -8	-2	1	0.0	7	-15	101	-11	-12	34	99
COc1cc(-c2nnn(CC(=O)NCc3ccccc3)n2)cc(OC)c1OC
    0	0	2	0.1	14	-3	95	-1	0	13	95
Cc1nnc(SCC(=O)Nc2c(Cl)cccc2Cl)[nH]c1=O
    -5	-2	-2	-0.4	14	-1	88	0	0	13	89
CN(C)CCOC(=O)CCc1ccccc1
    0	-2	1	0.7	9	0	101	-2	0	37	101
CC[C@H](C)[C@H](NS(=O)(=O)c1ccc(C)cc1)C(=O)N1CCC(C(=O)N[C@H](C(=O)O)C(C)C)CC1
    0	0	0	0.1	35	-1	97	0	0	13	100
Cc1ccccc1-c1nnc(-c2cccs2)o1
    0	0	10	0.3	10	-3	102	0	-3	14	102
Cc1ccc(-c2nn(CC(=O)NCC3CCCO3)c(=O)c3ccccc23)cc1 (stereo unspecified)
    -10	-1	6	1.6	10	-16	107	-11	-9	27	106
Cc1ccc(S(=O)(=O)CC(O)COc2ccc(F)cc2Cl)cc1 (stereo unspecified)
    -2	1	6	0.7	8	-4	94	-3	-6	20	95
Cc1cccc(S(=O)(=O)Nc2nc3ccccc3nc2Nc2ccc3c(c2)OCO3)c1
    -1	0	1	0.7	3	3	99	2	1	6	98
CC1(C)Cc2ccccc2-c2nc(CN3CCOCC3)[nH]c(=O)c21
    0	3	1	0.2	5	-10	102	-10	-9	43	104
CC1CC(C)(C)N(C(=O)NC2CCCCC2)c2ccccc21 (stereo unspecified)
    -1	-4	1	1.1	15	2	96	-3	0	21	96
COc1ccc(NC(=O)CCN2C(=O)c3ccccc3S2(=O)=O)c(OC)c1
    1	-1	9	0.5	16	-1	102	-3	0	10	100
COC(=O)C1=C(C)N(CCc2ccccc2)C(=O)C1(NS(=O)(=O)c1ccc(NC(C)=O)cc1)C(F)(F)F (stereo unspecified)
    2	2	7	0.1	6	-10	99	-7	-3	40	101
O=C(Cc1ccccc1)NCC(=O)OCc1ccc([N+](=O)[O-])cc1
    -5	-1	15	1.5	1	0	102	0	-10	9	101
COc1ccc(/C(C)=N/NS(=O)(=O)c2ccccc2)c(OC)c1
    0	0	0	-0.1	5	4	98	3	1	14	100
Cc1ccc(NC(=O)CC(C)N2CCCC2)cc1 (stereo unspecified)
    -4	3	1	0.4	8	-11	102	-5	-7	41	103
COc1cccc(OCCNC(=O)CSc2ccc(C(F)(F)F)cc2[N+](=O)[O-])c1
    0	0	17	2.0	4	3	104	0	-5	11	105
Cc1ccc(C(=O)N/C(=C\c2ccc(Cl)cc2)C(=O)NCC2CCCO2)cc1 (stereo unspecified)
    -7	-3	0	-8.8	15	-3	101	-2	-8	13	104
COc1ccc2nc(C(F)(F)C(F)(F)F)c(C#N)c(N)c2c1
    2	0	7	0.7	10	-16	104	-10	-9	30	100
COc1ccc(N2C(=O)c3ccccc3NC2c2ccc(OC)c(COc3ccccn3)c2)cc1 (stereo unspecified)
    -10	-7	1	0.3	15	-17	101	-9	-9	20	97
